AmpC no deterg: qHTS Inhibitors of AmpC Beta-Lactamase (assay without detergent). P00811. AmpC nitrocefin hydrolysis, absorbance 480 nm, 0.0001% Triton. Potency, µM (highest dose often 57.1 µM), for the others: at the top dose activity change, negative = inhibition, most hits filed as inhibitors. 330,000 tested, 0.52% active. AID 485341, 2010;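 note: potency is the fitted concentration of half-maximal effect; plate controls were no compound for no effect and no enzyme for full effect; nearly all actives have a fitted effect of over 20% in size; some results filed as inactive show a strong effect at the top dose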
Target sequence (P00811 whole entry, looked up): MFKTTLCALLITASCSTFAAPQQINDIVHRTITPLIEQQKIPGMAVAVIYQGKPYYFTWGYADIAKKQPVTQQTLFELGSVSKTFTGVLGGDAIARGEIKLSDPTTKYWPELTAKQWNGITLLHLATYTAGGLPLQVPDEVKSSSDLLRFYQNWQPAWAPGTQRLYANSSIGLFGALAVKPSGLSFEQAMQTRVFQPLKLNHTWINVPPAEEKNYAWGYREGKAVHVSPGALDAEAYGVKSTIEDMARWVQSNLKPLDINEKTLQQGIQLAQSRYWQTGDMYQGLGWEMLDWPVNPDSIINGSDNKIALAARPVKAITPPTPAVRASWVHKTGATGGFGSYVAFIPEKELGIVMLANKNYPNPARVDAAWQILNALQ
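20 mM phosphate pH 7.0 + 0.01% (detergent screen) or 0.0001% Triton X-100; 5.3 nM AmpC reagent; cpd preinc 15 min RT; nitrocefin (800 uM stock) to start; A480 q20 s × 4 min; Activity was normalised to no-enzyme and no-compound control wells.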
AMA1 RON2 block: qHTS for Inhibitors of AMA1-RON; Towards Development of Antimalarial Drug Lead: Primary Screen. Plasmodium falciparum AMA1 (3D7) - RON2 peptide interaction. AlphaScreen AMA1-biotinylated RON2 peptide binding. Potency, µM (top dose mostly 58.2 µM), for inactives: at the highest dose activity change, negative = inhibition, most hits filed as inhibitors. 360,000 tested, 0.2% active;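 note: potency is the fitted concentration of half-maximal effect; 0% = vehicle wells and -100% = peptide control; nearly all actives have a fitted effect of over 45% in size; some results filed as inactive show a strong effect at the top dose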
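AMA1 (3D7) with his tag at 25 nM final met compounds first, then biotinylated RON2 peptide at 25 nM; detection used donor plus acceptor beads, 10 µg/mL apiece, read by AlphaScreen after 30 min at room temperature.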
Sm TGR block: qHTS Assay for the Inhibitors of Schistosoma Mansoni Peroxiredoxins; 360,000 tested, 3% active; purified TGR, DTNB reduction, TNB absorbance 405 nm; AID 485364, 2010; Schistosoma mansoni thioredoxin glutathione reductase (TGR), Q962Y6; Potency, µM (highest dose often 114 µM), for inactives: top-dose activity change, negative = inhibition, most hits filed as inhibitors; note: potency is the fitted concentration of half-maximal effect; nearly all actives have a fitted effect of over 60% in size
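First, TGR (20 nM dispensed) and NADPH were mixed with compound. Second, a 15 min room-temperature incubation followed. Third, further NADPH and then DTNB were added to start the reaction. Finally, TNB absorbance was monitored kinetically.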
AmpC inh detg: qHTS Inhibitors of AmpC Beta-Lactamase (assay with detergent) | AmpC hydrolysis of nitrocefin, absorbance 480 nm, 0.01% Triton | AID 485294, 2010 | Potency, µM (series often up to 114 µM), for inactives: top-dose activity change, negative = inhibition, most hits filed as inhibitors | 370,000 tested, 0.041% active;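 note: potency is the fitted concentration of half-maximal effect; 0% = no-compound wells and -100% = no-enzyme wells; nearly all actives have a fitted effect of over 25% in size; some results filed as inactive show a strong effect at the top dose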
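20 mM phosphate pH 7.0 + 0.01% (detergent screen) or 0.0001% Triton X-100; 5.3 nM AmpC reagent; cpd preinc 15 min RT; nitrocefin (800 uM stock) to start; A480 q20 s × 4 min; Activity was normalised to no-enzyme and no-compound control wells.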
FBPA Giardia inh: qHTS Assay for Inhibitors of Fructose-1,6-bisphosphate Aldolase from Giardia Lamblia | 290,000 tested, 0.71% active | AID 2451, 2010 | Potency, µM (titrated, usually from 59.6 µM), for inactives: at the top dose activity, negative = inhibition, hits mostly inhibitors | purified Giardia FBPA; note: potency is the fitted concentration of half-maximal effect; nearly all actives have a fitted effect of over 55% in size
Target sequence (A8B2U2 whole entry, looked up): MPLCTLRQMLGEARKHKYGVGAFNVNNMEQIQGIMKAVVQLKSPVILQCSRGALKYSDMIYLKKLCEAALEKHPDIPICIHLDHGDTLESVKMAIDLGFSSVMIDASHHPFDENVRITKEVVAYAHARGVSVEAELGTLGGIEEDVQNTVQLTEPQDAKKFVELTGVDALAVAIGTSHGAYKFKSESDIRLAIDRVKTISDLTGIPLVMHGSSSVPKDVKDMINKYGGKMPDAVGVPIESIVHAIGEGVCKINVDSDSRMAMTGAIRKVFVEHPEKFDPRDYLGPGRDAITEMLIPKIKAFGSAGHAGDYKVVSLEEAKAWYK
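Giardia FBPA (40 nM reagent) was preincubated 10 min at RT with compound (up to 57.5 uM final), then substrate plus GAPDH/TPI/NAD/arsenate coupling system with diaphorase/resazurin was added; resorufin fluorescence (525/598 nm) was read after 20 min.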
HCMV inh: qHTS Assay for inhibitors of the human cytomegalovirus (HCMV); HFF cells, HCMV-luciferase reporter, 72 h; active compounds read low; activity change, negative = inhibition, % at 57.5 µM; 410,000 tested, 4.5% active; in the data active = activity change below about -60%; inconclusive = no clear call, values can overlap the other calls; inactive = above about -39%
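Inhibition of viral replication was scored as loss of reporter luminescence in HFFs infected with HCMV-luciferase (MOI 1 PFU/cell) for 72 h; compounds tested at 2 doses, normalized to buffer and Salinomycin controls.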
Starred values were filed as active, the others as inactive; ? = inconclusive; . = no result given; [ ] = another dose, or the depositor's remark. Unless noted, calls come from the whole dose curve; as a rule, active = well fitted curve in the direction sought with a large enough effect; inconclusive = small, poorly fitted or top-dose-only effect, or another doubt; inactive = no such curve, though single readings can be large; an effect the other way counts as inactive or inconclusive. Unless noted, % is set by controls: 0 for no effect and ±100 for the full control effect. Outcome played no part in choosing rows. Share with any hit: about 7.8%.

canonical_smiles	AmpC no deterg	AMA1 RON2 block	Sm TGR block	AmpC inh detg	FBPA Giardia inh	HCMV inh
Cc1cc(C(=O)Nc2ccccc2C)on1	-2%	0%	-1%	-12%	13%	-4
Cc1ccccc1Cn1nnc2c(=O)[nH]c(C3CCN(C(=O)c4ccc(F)cc4)CC3)nc21	.	.	-1%	-7%	.	-31
CCOc1ccccc1NC(=O)C(OC(=O)c1cc(C)oc1C)c1ccccc1 (centres undefined)	-33%	-28%	-4%	-7%	-8%	?
Cc1cccc(N2CCN(C(c3ccc(F)cc3)c3nnc(-c4ccccc4)o3)CC2)c1C (centres undefined)	.	.	-7%	-3%	.	4
CN(C(=O)C1CCC(=O)N(C2CC2)C1)C1CCCCC1 (centres undefined)	-1%	1%	-6%	-6%	-5%	-37
CCN(C(=O)COc1ncnc2ccc(Br)cc12)C1CCS(=O)(=O)C1 (centres undefined)	5%	5%	2%	?	-4%	-15
Cc1oc(-c2ccccc2F)nc1CSCC(=O)NC1CCC(C)CC1 (centres undefined)	52%	-12%	-32%	-13%	-1%	?
CCOC(=O)Cc1csc(NS(=O)(=O)c2ccc(C(F)(F)F)cc2)n1	-28%	-19%	-1%	0%	15%	46

canonical_smiles	AmpC no deterg	AMA1 RON2 block	Sm TGR block	AmpC inh detg	FBPA Giardia inh	HCMV inh
CCCCNS(=O)(=O)c1ccc2nc(SCC(N)=O)[nH]c2c1	-2%	8%	0%	2%	-9%	-13
CCCCNC(=O)C1CCN(S(=O)(=O)c2cnc[nH]2)CC1	-13%	-2%	4%	0%	1%	27
CC1CCCC(C)N1C(=O)COC(=O)Cn1cnc2c1c(=O)n(C)c(=O)n2C (centres undefined)	-11%	4%	1%	-7%	.	-39
CCN1CCCC1CNc1ccc(S(C)(=O)=O)cc1[N+](=O)[O-] (centres undefined)	-22%	3%	3%	6%	-11%	36
CN(C)C(=O)COC(=O)c1cc(Cl)cc(Cl)c1N	-2%	11%	-1%	-9%	5%	10
C#CCNC(=O)C1=C[C@H](c2coc3ccccc3c2=O)C[C@H](OCc2ccc(CO)cc2)O1	-8%	-3%	-13%	-1%	4%	-7
COc1cccc(CC(=O)Nc2ccc3nc(Nc4cccc(C(F)(F)F)c4)cc(C)c3c2)c1	.	.	6%	0%	.	-72*
Cc1ccc(N(CC(N)=O)C2SC(=O)N(Cc3cccc(C(=O)O)c3)C2=O)cc1 (centres undefined)	12%	-1%	-8%	7%	-1%	20

canonical_smiles	AmpC no deterg	AMA1 RON2 block	Sm TGR block	AmpC inh detg	FBPA Giardia inh	HCMV inh
COc1ccccc1C(=O)COC(=O)CN1C(=O)c2ccccc2C1=O	-12%	-9%	-9%	-9%	.	-3
CC1c2[nH]c3ccccc3c2C[C@H]2C(=O)N(CCO)CC(=O)N12 (some centres undefined)	1%	-1%	-4%	-15%	2%	26
O=C(O)CCSc1ccccn1	-11%	0%	22%	5%	1%	-28
CCOc1ccc(CCNC(=O)c2ccc3c(c2)N(Cc2ccc(C)cc2)CCS3)cc1	.	.	1%	-2%	.	-5
CCCN(CCC)Cc1c(C(=O)N/N=C/C(C)=C\c2ccccc2)nnn1-c1nonc1N	-15%	-10%	6%	-5%	9%	-13
COc1ccccc1N1CCN(C(=O)c2cc(C(=O)N3CCN(c4ccccc4OC)CC3)cc([N+](=O)[O-])c2)CC1	-1%	-3%	-9%	-13%	-5%	39
O=C(CSc1cn(CCNC(=O)c2c(F)cccc2F)c2ccccc12)NCC1CCCO1 (centres undefined)	24%	14%	-8%	-6%	-3%	14
COC(=O)c1ccc(NC(=O)CCn2cnnn2)c(C)c1	.	.	4%	0%	.	17

Part of the list above, with values under each structure:
Value order: AmpC no deterg, AMA1 RON2 block, Sm TGR block, AmpC inh detg, FBPA Giardia inh, HCMV inh
- O=C(CSc1cn(CCNC(=O)c2c(F)cccc2F)c2ccccc12)NCC1CCCO1 (centres undefined)
→ 24%, 14%, -8%, -6%, -3%, 14
- COC(=O)c1ccc(NC(=O)CCn2cnnn2)c(C)c1
→ ., ., 4%, 0%, ., 17

Further results follow.
canonical_smiles	AmpC no deterg	AMA1 RON2 block	Sm TGR block	AmpC inh detg	FBPA Giardia inh	HCMV inh
CCc1ccc2oc(C(=O)Nc3ccc(S(N)(=O)=O)cc3)c(C)c2c1	-21%	8%	.	0%	-1%	?
O=C(NNC1=NS(=O)(=O)c2ccccc21)c1ccccc1Cl	-16%	1%	-8%	5%	-4%	-17
Cc1ccc(S(=O)(=O)N(Cc2ccccc2)c2ccccc2C(=O)NCc2cccnc2)cc1	69%[activator]	18%	-6%	-12%	18%	-6
CCC(C(=O)NCCc1ccccc1OC)n1nc(C)c2c(C)n(-c3ccccc3)nc2c1=O (centres undefined)	6%	-3%	-5%	-6%	.	-35
CCOC(=O)C1=C(CSc2nccn2C)NC(=O)NC1c1ccc(OC)cc1 (centres undefined)	-2%	5%	7%	?	17%	5
CCCCN(CC)C(=O)c1cc2cc3ccc(Cl)cc3nc2o1	57%	0%	11%	1%	6%	-6
C=C(C)CNC(=S)Nc1nc2c(cc1C(=O)OCC)CCCC2	-20%	79%[activator]	9%	?	9%	88
O=C1CC(c2cccc(F)c2)c2c(c3ccccc3[nH]c2=O)O1 (centres undefined)	-29%	6%	4%	1%	0%	18

canonical_smiles	AmpC no deterg	AMA1 RON2 block	Sm TGR block	AmpC inh detg	FBPA Giardia inh	HCMV inh
Cc1ccc(S(=O)(=O)Cn2nnnc2C(CC(C)C)N2CCN(C3CCCC3)CC2)cc1 (centres undefined)	58%	1%	-17%	-10%	?	-6
O=C(O)c1cccc(NC2=Nc3cccc4cccc2c34)c1	-2%	-4%	-1%	2%	-17%	65
Cn1c(CNC(=O)c2ccco2)nnc1SCC(=O)N1CCN(c2ccccc2)CC1	-14%	8%	9%	3%	0%	9
C=CCN(Cc1ccc(Cl)s1)C(=O)c1ccc(F)c(S(=O)(=O)N2CCOCC2)c1	145%[activator]	12%	.	.	.	-34
O=C(CSCc1ccc(Cl)cc1)N1CCN(Cc2ccc3c(c2)OCO3)CC1	154%[activator]	-17%	-18%	0%	0%	11
O=C(NCc1ccc2c(c1)OCO2)c1ccc(S(=O)(=O)C(F)F)cc1	-17%	-2%	1%	-6%	-1%	-20
Nc1nc(N2CCN(C(=O)c3ccco3)CC2)nc2ccccc12	-28%	-8%	-7%	-8%	-16%	78
Cc1ccc(C)c(OCC(=O)N/N=C/c2c(C)nn(-c3ccccc3)c2Cl)c1C	-23%	-3%	-11%	-12%	11%	-68*

canonical_smiles	AmpC no deterg	AMA1 RON2 block	Sm TGR block	AmpC inh detg	FBPA Giardia inh	HCMV inh
CCCCNC(=S)NNC(=O)c1cc(C)on1	1%	76%[activator]	-2%	-6%	2%	-4
CC(=O)C1=C(C)NC(=O)NC1c1ccc(Cl)cc1 (centres undefined)	-7%	-3%	6%	-10%	10%	-14
c1ccc(Cn2c(-c3cccs3)nc3nc4ccccc4nc32)cc1	-17%	.	-1%	-2%	10%	?
CC(=O)N1CCc2cc(C(=O)CN3CCN(c4cccc(Cl)c4)CC3)ccc21	16%	-3%	25µM*	?	-12%	-17
Cn1cc([N+](=O)[O-])c(C(=O)NNC(=O)c2ccc([N+](=O)[O-])cc2)n1	-9%	12%	-5%	-6%	-27%	61
Cc1ccc(NC(=O)C(=O)NCC(c2cccnc2)N2CCOCC2)cc1C (centres undefined)	.	.	6%	21%	.	7
CCC(=O)c1ccc(OCC(=O)NCCC2=CCCCC2)c(OC)c1	53%	1%	-7%	1%	4%	-27
Cn1nc(-c2ccccc2)cc1NC(=O)Nc1ccccc1F	-18%	-3%	10%	-11%	-1%	29

canonical_smiles	AmpC no deterg	AMA1 RON2 block	Sm TGR block	AmpC inh detg	FBPA Giardia inh	HCMV inh
Cc1ccc(C(=O)NC2CCCN(c3ccc(C(F)(F)F)cn3)C2)cn1 (centres undefined)	40%	-9%	-18%	-5%	-2%	?
Cn1c(SCc2ccccc2F)nc2cccnc21	-17%	-1%	8%	3%	-8%	72
O=C(CSc1nc(=O)[nH]c2c1CCCC2)NCc1ccccc1Cl	.	.	-2%	10%	.	-7
O=C(CSc1ccc([N+](=O)[O-])cc1)Nc1ccccc1N1CCOCC1	-28%	-9%	.	.	.	?
CCOC(=O)c1c(-c2ccc(OC)c(OC)c2)csc1NC(=O)c1ccc(C)cc1	.	.	-2%	25%	.	-6
O=C(COC(=O)c1cccnc1)c1ccc(Cl)c(Cl)c1	-27%	-7%	9%	-5%	0%	-27
Cc1cccc(NC(=S)N/N=C/c2c[nH]c3ccccc23)c1	16µM*	82%[activator][11.6 µM]	-10%	-7%	7%	5
O=C(CCc1ccc(S(=O)(=O)NCCc2ccccc2)cc1)NCc1ccco1	-10%	-1%	45µM*	9%	0%	-26

canonical_smiles	AmpC no deterg	AMA1 RON2 block	Sm TGR block	AmpC inh detg	FBPA Giardia inh	HCMV inh
COc1ccc(CCN2CC(C(=O)NCc3ccco3)CC2=O)cc1OC (centres undefined)	20%	31%[activator]	?	-2%	-17%	8
CCCC(C)(C)NC(=O)CCCCC(=O)NC(C)(C)CCC	46%	-8%	4%	1%	9%	3
CCOC(=O)c1c(NC(=O)COC(=O)CNC(=O)c2ccc(Cl)cc2Cl)sc(C(=O)N(C)C)c1C	2%	-10%	-1%	0%	.	0
O=C(CCCn1c(SCC(=O)NC2CCCCC2)nc2ccccc2c1=O)NCC1CCCO1 (centres undefined)	-10%	-17%	5%	?	3%	21
COc1cc(NC(=O)COC(=O)c2ccccc2SCC(=O)N2CCCC2)cc(OC)c1	8%	-12%	1%	-2%	.	-6
CC(C)CN(C(=O)COC(=O)C1CC1)c1c(N)n(Cc2ccccc2)c(=O)[nH]c1=O	?	-1%	-1%	?	.	-34
Cc1ccc(NC(=O)CSCC(=O)N(C)CCOc2ccc(Cl)cc2)cc1	79%[activator]	-9%	2%	-12%	.	-20

Some entries already given, showing only AmpC inh detg:
mol	AmpC inh detg
CCC(C(=O)NCCc1ccccc1OC)n1nc(C)c2c(C)n(-c3ccccc3)nc2c1=O (centres undefined)	-6%
COc1cccc(CC(=O)Nc2ccc3nc(Nc4cccc(C(F)(F)F)c4)cc(C)c3c2)c1	0%
CC(C)CN(C(=O)COC(=O)C1CC1)c1c(N)n(Cc2ccccc2)c(=O)[nH]c1=O	?
Cc1oc(-c2ccccc2F)nc1CSCC(=O)NC1CCC(C)CC1 (centres undefined)	-13%
